12-LOX inh – inhibitors of human 12S-lipoxygenase ALOX12 | 580,000 tested, 1.1% active | purified 12hLO, xylenol orange hydroperoxide absorbance | AID 1671190 | P18054 | Potency, µM (highest dose often 108 µM), for the others: at the highest dose activity change, negative = inhibition, most hits filed as inhibitors; note: potency is the fitted concentration of half-maximal effect; % is set by controls: 0 for no effect and ±100 for the full control effect
Target sequence (P18054 whole entry, looked up): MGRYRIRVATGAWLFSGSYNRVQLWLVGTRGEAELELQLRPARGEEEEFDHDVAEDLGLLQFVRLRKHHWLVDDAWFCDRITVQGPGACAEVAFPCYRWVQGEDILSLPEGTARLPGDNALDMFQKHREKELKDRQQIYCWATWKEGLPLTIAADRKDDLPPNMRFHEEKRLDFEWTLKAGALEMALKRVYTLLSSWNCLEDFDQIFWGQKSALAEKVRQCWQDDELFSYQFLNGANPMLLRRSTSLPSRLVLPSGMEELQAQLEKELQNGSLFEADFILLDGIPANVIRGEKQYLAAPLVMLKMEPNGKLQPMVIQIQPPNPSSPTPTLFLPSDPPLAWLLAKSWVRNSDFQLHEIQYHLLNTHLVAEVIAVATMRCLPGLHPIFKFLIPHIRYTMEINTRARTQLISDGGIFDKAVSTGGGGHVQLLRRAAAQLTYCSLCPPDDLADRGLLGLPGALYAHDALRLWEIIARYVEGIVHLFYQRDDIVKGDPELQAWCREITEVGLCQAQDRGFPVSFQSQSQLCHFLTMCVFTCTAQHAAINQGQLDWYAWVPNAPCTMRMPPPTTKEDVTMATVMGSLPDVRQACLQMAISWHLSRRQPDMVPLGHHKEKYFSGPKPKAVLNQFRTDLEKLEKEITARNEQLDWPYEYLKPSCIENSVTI
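Purified human 12hLO (150 nM final) in 25 mM Hepes, 0.01% Triton X-100, pH 7.0 was preincubated 15 min at room temperature with compound. Then 40 uM arachidonic acid was added, 30 min. Hydroperoxide was read by Fe-XO absorbance ratio 573/405 nm.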
POLB inh – inhibitors of human DNA polymerase beta; Pol beta primer extension/strand displacement, fluorescence kinetic; Potency, µM (highest dose often 114 µM), inactives show top-dose activity change, negative = inhibition, actives largely listed as inhibitors; 340,000 tested, 1.3% active; note: potency is the fitted concentration of half-maximal effect; % is set by controls: 0 for no effect and ±100 for the full control effect
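Homogeneous kinetic assay of primer extension and strand displacement by 10 nM Pol beta, preincubated 15 min at room temperature with compound before 50 nM substrate (final) was added. Read at 0 and 10 min; four-parameter Hill fit.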
LDHA block – inhibitors of human lactate dehydrogenase A | AID 1347041 | 480,000 tested, 0.15% active | activity change, % (values are at about 110 or 230 µM) | purified LDHA, NADH/diaphorase-resazurin fluorescence; active compounds read low | P00338; in the data active = activity change below about -30%; inconclusive = mostly about -25% to -30%;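 note: plate controls were DMSO wells for no effect and wells without enzyme for full effect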
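Resorufin fluorescence (ex540/em590), read at 0 and 20 min after diaphorase/resazurin addition, reports the NADH left after a 5 min room-temperature reaction of 2 nM human LDH5 with 0.06 mM NADH and 0.2 mM pyruvate.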
Apoferritin bind – candidate novel general anesthetic via apoferritin binding | P02791 | apoferritin/1-aminoanthracene competitive binding, fluorescence | Potency, µM (top dose mostly 77.5 µM), inactives show top-dose activity change, negative = displacement, actives largely listed as inhibitors | 350,000 tested, 0.074% active | AID 485281; note: potency is the fitted concentration of half-maximal effect; % is set by controls: 0 for no effect and ±100 for the full control effect; nearly all actives have a fitted effect of over 20% in size
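Probe: 1-aminoanthracene (50% saturated, PBS). Protein: horse-spleen apoferritin, 10 uM. Incubation: 10 min, room temperature. Detection: 380 nm excitation, 535 nm emission. Analysis: normalized response, four-parameter Hill.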
POLK inh – inhibitors of human DNA polymerase kappa; Q9UBT6; purified Pol kappa, fluorescent DNA synthesis assay, 10 min; Potency, µM (highest dose often 107 µM), inactives show top-dose activity, negative = inhibition, hits mostly inhibitors; 400,000 tested, 0.53% active; AID 588579; note: potency is the fitted concentration of half-maximal effect; % is set by controls: 0 for no effect and ±100 for the full control effect
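Kinetic fluorescence screen: compound preincubated 15 min RT with 10 nM enzyme; 50 nM substrate (final) initiates; reads at 0/10 min.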
ERG Ets-DNA blk – blocks human ERG Ets domain binding to DNA; 370,000 tested, 0.028% active; Potency, µM (doses to about 76.9 µM), without a hit: at the highest dose FP activity, negative = inhibition, actives largely listed as inhibitors; fluorescence polarization, His-ERG Ets domain / labelled DNA; active = well fitted inhibition curve with a large enough effect in the polarisation, with a control signal flat; inconclusive = small, poorly fitted or top-dose-only effect, or effect the other way, or a change in a side signal; inactive = no such curve, though single readings can be large or run the other way; the % refers to the polarisation;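 note: polarization taken with two DNA probes labelled with fluorescein and Texas red; potency is the fitted concentration of half-maximal effect; % of control where 0% means no effect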
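His-tagged ERG Ets domain (1 uM in the protein solution; 300mM KCl, 50mM Tris-HCl, 1mM EDTA, 1mM DTT, pH 7.5) received compound, then a probe mix of 5 nM fluorescein-DNA and 100nM Texas-615-DNA. Fluorescence polarization was read for both dyes.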
APE1 inh – inhibitors of human APE1 endonuclease. P27695. recombinant APE1, TAMRA/BHQ-2 abasic DNA cleavage fluorescence. Potency, µM (top dose mostly 65.8 µM), inactives show at the highest dose activity change, negative = inhibition, actives largely listed as inhibitors. 350,000 tested, 0.35% active. AID 2517;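 note: potency is the fitted concentration of half-maximal effect; plate controls were vehicle for no effect and reference inhibitor for full effect; nearly all actives have a fitted effect of over 55% in size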
Target sequence (P27695 whole entry, looked up): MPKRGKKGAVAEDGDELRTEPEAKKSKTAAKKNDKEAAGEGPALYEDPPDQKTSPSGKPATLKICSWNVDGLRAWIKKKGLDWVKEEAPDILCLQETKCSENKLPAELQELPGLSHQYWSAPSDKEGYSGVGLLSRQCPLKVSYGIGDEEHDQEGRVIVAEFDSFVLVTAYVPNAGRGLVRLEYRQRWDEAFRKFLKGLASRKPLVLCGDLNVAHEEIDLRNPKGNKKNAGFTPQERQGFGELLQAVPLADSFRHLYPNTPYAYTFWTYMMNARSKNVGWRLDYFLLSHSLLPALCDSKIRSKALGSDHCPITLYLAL
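Compound pre-exposure to 0.75 nM APE1, 15 min at ambient temperature. Reaction initiated with 50 nM TAMRA/BHQ-2 THF substrate, read immediately in kinetic mode, 525 nm excitation, 598 nm emission.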
POLH inh – blocks human DNA polymerase eta activity. recombinant Pol eta, fluorescent DNA replication assay. Potency, µM (series often up to 114 µM), inactives show top-dose activity change, negative = inhibition, actives largely listed as inhibitors. Q9Y253. AID 588591. 390,000 tested, 1.2% active; note: potency is the fitted concentration of half-maximal effect; % is set by controls: 0 for no effect and ±100 for the full control effect
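Fluorescent replication assay: 50 nM final substrate added after a 15 min room-temperature compound preincubation with 10 nM enzyme. Signal taken at 0 min and again at 10 min.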
RGS4 inh – blocks human RGS4-accelerated GTP hydrolysis. 390,000 tested, 0.039% active. Potency, µM (highest dose often 114 µM), inactives show top-dose activity change, negative = inhibition, usual class: inhibitors. Transcreener GDP fluorescence polarization, RGS4-accelerated GTP hydrolysis. P49798; note: potency is the fitted concentration of half-maximal effect; % is set by controls: 0 for no effect and ±100 for the full control effect; nearly all actives have a fitted effect of over 75% in size; some results filed as inactive show a strong effect at the top dose
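MLSMR compounds (23 nl, pin-transferred) preincubated 10 min at room temperature with a 500nM (2x) first reagent, then RGS4 at 900nM (2x) plus Transcreener GDP mix added; fluorescence polarization (620/688 nm) read before and after 90 min at 30 °C.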
Starred values were filed as active, the others as inactive; ? = inconclusive; . = no result given; & = joins results of further samples; [ ] = another dose, or the depositor's remark. Unless noted, calls come from the whole dose curve; as a rule, active = well fitted curve in the direction sought with a large enough effect; inconclusive = small, poorly fitted or top-dose-only effect, or another doubt; inactive = no such curve, though single readings can be large; an effect the other way counts as inactive or inconclusive. A portion of the library; rates above refer to the full screens.

(1) Cc1nc2ccc(NC(=O)c3cccs3)cc2c(=O)n1Cc1ccc(Cl)cc1
(2) Cn1c(SCC(=O)Nc2cccc(Br)c2)nnc1-c1cc2ccccc2o1
(3) CCOC(=O)Cn1c(=NC(=O)C2COc3ccccc3O2)sc2cc(S(N)(=O)=O)ccc21 (centres undefined)
(4) CCc1noc(C)c1C(=O)N(Cc1ccccc1)c1c(N)n(CCOC)c(=O)[nH]c1=O
(5) CN(C(=O)COC(=O)c1cc(F)c(F)cc1Cl)c1ccccc1
(6) CC1=C(C(=O)Nc2ccc(Cl)cc2)C(c2ccccc2F)n2nc(SCc3cccc(Cl)c3)nc2N1 (centres undefined)
(7) CC1(C(=O)OCC(=O)Nc2ncc(Cl)cc2Cl)CC1(Cl)Cl (centres undefined)
(8) CCOc1ccccc1N1CCN(C(=O)c2ccc(Cl)c(S(=O)(=O)N3CCCCC3)c2)CC1
Screen / compound no.	1	2	3	4	5	6	7	8
12-LOX inh	?	0%	-23%	2%	-21%	0%	-23%	7%
POLB inh	-25%	-4%	-6%	.	5%	3%	.	.
LDHA block	2	0	0	-11	-6	0	-1	-6
Apoferritin bind	-9%	-12%	-9%	.	-3%	-14%	.	.
POLK inh	-8%	6%	-10%	-8%	-4%	-3%	-34%	-3%
ERG Ets-DNA blk	.	3%	4%	-8%	1%	0%	4%	5%
APE1 inh	-7%	0%	?	-16%	66%[activator]	.	-11%	5%
POLH inh	0%	-8%	-14%	-3%	-19%	4%	?	-9%
RGS4 inh	-10%	-20%	35%	39%	6%	3%	19%	12%

Only LDHA block, 12-LOX inh and ERG Ets-DNA blk (3 entries from above):
cpd | smiles | LDHA block | 12-LOX inh | ERG Ets-DNA blk
1 | Cc1nc2ccc(NC(=O)c3cccs3)cc2c(=O)n1Cc1ccc(Cl)cc1 | 2 | ? | .
2 | Cn1c(SCC(=O)Nc2cccc(Br)c2)nnc1-c1cc2ccccc2o1 | 0 | 0% | 3%
3 | CCOC(=O)Cn1c(=NC(=O)C2COc3ccccc3O2)sc2cc(S(N)(=O)=O)ccc21 (centres undefined) | 0 | -23% | 4%

Going on with the list:
(9) COc1ccccc1CNC(=O)CS(=O)Cc1nc(-c2ccc(OC)c(OC)c2)oc1C (centres undefined)
(10) Cc1ccc(NC2CCCN(C(=O)c3cccs3)C2)cc1C (centres undefined)
(11) Cc1cc(C)cc(Oc2ccccc2C=O)c1
(12) O=C(CSc1ccc(F)cc1)Nc1ccc(N2CCOCC2)c(Cl)c1
(13) COc1cc(CO)ccc1OCC(=O)N1CCc2ccccc21
(14) COc1ccc(OCC(=O)Nc2ccc3c(c2)nc(CCN2CCCCC2)n3C)cc1
(15) Cc1ccc2c(c1)C(CCN)C(=O)N2Cc1ccccc1 (centres undefined)
(16) O=C1CCCC2=C1C(c1ccco1)Nc1ccc(C(=O)c3ccccc3)cc1N2 (centres undefined)
Screen / compound no.	9	10	11	12	13	14	15	16
12-LOX inh	-14%&-4%&-28%	-5%	175%[activator]	1%	.	.	?	0%
POLB inh	15%&-2%	2%	0%	?	42%	-9%	0%	?
LDHA block	0&22&3	9	1	-5	-5	3	-1	7
Apoferritin bind	-11%&58%	?	-19%	-23%	-20%	-3%	-17%	-24%
POLK inh	-20%&-11%	-25%	-7%	-15%	2%	0%	-1%	-13%
ERG Ets-DNA blk	11%&-14%	-7%	-2%	3%	-8%	7%	-6%	5%
APE1 inh	16%	29%	-13%	-12%	49%	-9%	16%	-10%
POLH inh	-20%&-1%	-9%	-8%	-7%	-9%	-6%	7%	?
RGS4 inh	-13%&-3%	-8%	7%	6%	-13%	-8%[56.9 µM]	3%	-22%

(17) Cc1ccc(C(=O)Nc2nc3ccccc3[nH]2)cc1
(18) CS(=O)(=O)c1ccc(C(=O)Nc2ccc(N3CCCC3)cc2)c(Cl)c1
(19) CN(CCc1cn[nH]c1)Cc1nc(Cc2ccccc2)no1
(20) Cc1ccc(COC(=O)Cc2coc3cc(O)ccc23)cc1
(21) Cc1cc(Sc2ccc([N+](=O)[O-])cn2)ccc1Br
(22) O=C(CN1C(=O)/C(=C/c2cccc(Br)c2)SC1=S)N1CCCC1
(23) CCC(=O)C1CCCN(C(=O)c2cccc(OC3CCN(S(C)(=O)=O)CC3)c2)C1 (centres undefined)
(24) Cc1ccc(/C=C/c2onc(C)c2S(=O)(=O)N2CCC(C(=O)N3CCCCC3)CC2)cc1
Screen / compound no.	17	18	19	20	21	22	23	24
12-LOX inh	6%	8%	-3%	5%	?	-13%	.	25%
POLB inh	20%	0%	-23%	?	.	45%	.	4%
LDHA block	-3	-5	-12	0	3	-3	-3	-10
Apoferritin bind	4%	-13%	-7%	1%	.	1%	.	-9%
POLK inh	-12%	-12%	-4%	4%	-19%	-12%	-18%	-16%
ERG Ets-DNA blk	8%	-1%	-4%	-5%	8%	-2%	0%	1%
APE1 inh	19%	-4%	-2%	-20%	.	-4%	.	-6%
POLH inh	3%	-13%	0%	-19%	-16%	-20%	9%	?
RGS4 inh	24%	-14%	9%	6%	-19%	-16%	27%	-10%

(25) COc1ccc(S(=O)(=O)N2CCCN(S(=O)(=O)c3ccc(OC)cc3C)CC2)c(C)c1
(26) CNS(=O)(=O)c1cccc(C(=O)OCC(=O)c2ccc3c(c2)OCCO3)c1
(27) O=C(Cc1ccccc1Cl)c1ccccc1
(28) CCN(C(=O)COC(=O)C1CCC(C(C)(C)C)CC1)c1c(N)n(Cc2ccccc2)c(=O)[nH]c1=O (centres undefined)
(29) CCN(Cc1ccccc1)S(=O)(=O)c1cc(C(=O)OC)n(C)c1
(30) NC(=O)C1CCN(C(=O)CSc2nc3ccccc3[nH]2)CC1
(31) COc1cccc(-c2ncc3ccccn23)c1
(32) CC(C)(C)S(=O)N1Cc2ccc(CO)cc2[C@@H]1CCO (some centres undefined)
Screen / compound no.	25	26	27	28	29	30	31	32
12-LOX inh	-3%	-22%	12%	0%	352%[activator]	40%[activator]	?	16%
POLB inh	27%	.	.	.	?	3%	31%	.
LDHA block	1	-5	-4	-11	2	2	-18	1
Apoferritin bind	-16%	.	.	.	-19%	-3%	0%	.
POLK inh	-7%	-10%	-15%	-4%	10%	-5%	-11%	2%
ERG Ets-DNA blk	.	51%[activator]	-1%	-3%	4%	-3%	4%	0%
APE1 inh	0%	?	.	.	37%	3%	-4%	.
POLH inh	-7%	-1%	-1%	12%	-7%	-11%	-17%	-5%
RGS4 inh	1%	7%	24%	12%	-5%	-24%[11.4 µM]	-9%	-18%

(33) CNC(=O)C1CCC(Cn2c(=O)c3sccc3n(Cc3ccc(F)cc3)c2=O)CC1 (centres undefined)
(34) COC(=O)c1ccc(CNC(=O)c2ccc3c(c2)OCCO3)cc1
(35) O=C(CSc1nnnn1-c1cccc(O)c1)NC1CC1
(36) CCC(C)C(=O)OC1CCC=C2C=CC(C)C(CCC3CC(O)CC(=O)O3)C21 (centres undefined)
(37) Cc1ccc(C(=O)c2ccccc2C(=O)O)s1
(38) CCOC(=O)C1CCCN(CCC(=O)Nc2ccc(Br)c(C)c2)C1 (centres undefined)
(39) O=C(NCC1CCCO1)c1ccccc1NC(=O)c1cccc2ccccc12 (centres undefined)
(40) CCN(CC)CCNc1nc2c(c(=O)[nH]c(=O)n2C)n1CCCc1ccccc1
Screen / compound no.	33	34	35	36	37	38	39	40
12-LOX inh	3%	-14%	215%[activator]	?	0%	0%	-9%	-4%
POLB inh	4%	96%	-14%	.	13%	24%	1%	4%
LDHA block	-6	-2	-4	20	1	0	-3	-1
Apoferritin bind	-9%	1%	-3%	.	-3%	-10%	-12%	-3%
POLK inh	5%	-8%	-24%	-3%	-7%	7%	-11%	2%
ERG Ets-DNA blk	2%	9%	4%	12%	0%	0%	0%	10%
APE1 inh	.	11%	14%	.	-1%	2%	-3%	19%
POLH inh	-10%	-7%	-21%	-12%	-6%	-7%	-12%	-12%
RGS4 inh	0%	8%	11%	-24%	9%	-11%	1%	-11%

(41) CC(C)=C(NC(=O)c1ccccc1)C(=O)N/N=C(\C)c1ccccc1O
(42) Cc1cc(=O)oc2cc3oc(=O)cc(C)c3cc12
(43) CCOc1ccc(NC(=O)CN(C)C(=O)c2cccc3ccccc23)cc1OCC
(44) COc1ccc(OC)c(-c2nn(-c3ccccc3)cc2C(=O)NCC(c2cccs2)N2CCOCC2)c1 (centres undefined)
(45) CN1CCC(OC(=O)c2ccc(Br)cc2)CC1
Screen / compound no.	41	42	43	44	45
12-LOX inh	21%	-12%	?	2%	-8%
POLB inh	8%	1%	.	.	.
LDHA block	-17	-3	-2	2	-4
Apoferritin bind	3%	-3%	.	.	.
POLK inh	0%	-9%	-10%	-13%	4%
ERG Ets-DNA blk	0%	5%	-5%	0%	6%
APE1 inh	0%	1%	-8%	8%	.
POLH inh	-20%	-4%	-17%	-26%	11%
RGS4 inh	-8%	22%	24%	-11%	-13%

Screening data deposited in PubChem by National Center for Advancing Translational Sciences (NCATS).
